# USP8 block – human USP8 deubiquitinase inhibition; 4.2% of 47,000 active; inhibition, % at 20 µM; P40818; AID 1645853; purified USP8, Ub-rhodamine cleavage fluorescence, 30 min
# UCHL1 inh – blocks human UCHL1 ubiquitin-rhodamine cleavage; AID 1645859; P09936; purified UCHL1, Ub-rhodamine cleavage fluorescence; 0.2% of 47,000 active; inhibition, % at 20 µM
# OTUD3 block – human OTUD3 deubiquitinase inhibition. purified OTUD3, Ub-rhodamine fluorescence, 2 h. inhibition, % at 25 µM. 0.7% of 47,000 active
# Target sequence (Q5T2D3 whole entry, looked up): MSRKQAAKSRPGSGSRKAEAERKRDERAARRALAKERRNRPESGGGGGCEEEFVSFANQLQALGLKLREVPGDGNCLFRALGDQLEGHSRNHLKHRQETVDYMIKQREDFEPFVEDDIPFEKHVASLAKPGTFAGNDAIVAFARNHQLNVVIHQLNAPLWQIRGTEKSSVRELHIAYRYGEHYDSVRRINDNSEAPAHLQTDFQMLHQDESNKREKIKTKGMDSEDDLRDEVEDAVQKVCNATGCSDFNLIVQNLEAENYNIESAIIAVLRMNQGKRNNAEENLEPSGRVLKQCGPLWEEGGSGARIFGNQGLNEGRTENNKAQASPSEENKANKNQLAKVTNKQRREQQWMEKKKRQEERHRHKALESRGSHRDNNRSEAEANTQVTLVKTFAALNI
# USP17 inh – human USP17-like deubiquitinase inhibition | A8MUK1 | purified USP17, Ub-rhodamine cleavage fluorescence, 3 h | inhibition, % at 50 µM | 6.5% of 47,000 active | AID 1645855
# USP10 inh – inhibitors of human USP10 deubiquitinase. 1.1% of 47,000 active. purified USP10, Ub-rhodamine fluorescence, 60 min. inhibition, % at 20 µM. Q14694
# USP28 inh – human USP28 deubiquitinase inhibition. Q96RU2. purified USP28, Ub-rhodamine cleavage fluorescence, 30 min. inhibition, % at 25 µM. 3% of 47,000 active. AID 1645857
# USP30 inh – blocks human USP30 ubiquitin-rhodamine cleavage. inhibition, % at 25 µM. AID 1645860. purified USP30, Ub-rhodamine cleavage fluorescence. Q70CQ3. 5.3% of 47,000 active
# Target sequence (Q70CQ3 whole entry, looked up): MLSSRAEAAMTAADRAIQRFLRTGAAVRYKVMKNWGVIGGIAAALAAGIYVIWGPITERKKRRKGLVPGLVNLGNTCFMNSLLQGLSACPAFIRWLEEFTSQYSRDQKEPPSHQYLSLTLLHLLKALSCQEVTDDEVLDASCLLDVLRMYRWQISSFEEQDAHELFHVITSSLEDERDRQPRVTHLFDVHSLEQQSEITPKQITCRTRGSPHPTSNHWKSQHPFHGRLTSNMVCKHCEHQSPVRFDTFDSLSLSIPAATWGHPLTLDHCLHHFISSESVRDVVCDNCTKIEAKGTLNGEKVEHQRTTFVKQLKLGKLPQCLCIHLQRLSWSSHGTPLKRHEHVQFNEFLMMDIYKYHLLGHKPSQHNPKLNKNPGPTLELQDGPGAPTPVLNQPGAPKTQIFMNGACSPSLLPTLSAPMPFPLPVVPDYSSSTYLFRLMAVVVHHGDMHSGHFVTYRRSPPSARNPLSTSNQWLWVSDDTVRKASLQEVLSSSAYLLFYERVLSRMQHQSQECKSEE
# USP7 block – inhibitors of human USP7 deubiquitinase; Q93009; purified USP7, Ub-rhodamine cleavage fluorescence; inhibition, % at 20 µM; 0.3% of 47,000 active
# The depositor's hits bear a star; · = no result given. Rule as the data show it: active = inhibition above about 30%; inactive = the rest.
SMILES,USP8 block,UCHL1 inh,OTUD3 block,USP17 inh,USP10 inh,USP28 inh,USP30 inh,USP7 block
COc1ccc(C(=O)c2c[nH]c(C(=O)NCCCn3ccnc3)c2)cc1,21,4,15,18,4,14,33*,5
CN(Cc1nc(N)nc(Nc2ccccc2)n1)Cc1cccc(Cl)c1Cl,-20,7,-18,-15,11,-6,-8,-40
COC(=O)c1ccc(O)c2oc3cc(C)cc(O)c3c(=O)c12,-82,-28,-14,10,-5,-8,-83,-8
N#Cc1cc(NC(=O)c2ccccc2)c(=O)n2ccccc12,-27,-19,3,-36,-4,·,·,-22
COCCCNC(=O)c1ccc(Cn2c(=O)c3ccccc3n(CC(=O)Nc3ccc(OC)cc3)c2=O)cc1,6,7,0,67*,6,5,6,2
O=C(c1ccc(F)cc1)N1CCc2nc3ccccc3n2CC1,0,-2,-5,-10,1,-19,-13,-2
c1ccc(Nc2cc(CC3CCN(Cc4cnc[nH]4)CC3)ncn2)nc1,-2,-2,0,-12,1,·,·,-1
CC1CCN(c2ccc3nnc(CCC(=O)NCC4CCN(Cc5ccc(F)cc5)CC4)n3n2)CC1,8,2,4,0,-1,3,20,1
Cc1sc2nc(Cc3ccccc3)n(C3CCN(CC(N)=O)CC3)c(=O)c2c1C,16,0,3,7,-6,4,4,4
Cc1cccc(NC(=O)C2CCN(S(C)(=O)=O)c3ccccc3O2)c1 (stereo not drawn),1,-4,-5,-10,0,-6,-1,-1
Cc1cccc(OCCC(=O)NCc2ccc(S(N)(=O)=O)cc2)c1,0,1,10,7,0,10,3,4
COc1ccccc1NC(=O)COc1cc(C)nc(-c2ccc(C)cc2)n1,19,4,20,56*,5,20,62*,6
N#Cc1cccc(NC(=O)CSc2nnc3c4ccccc4nc(-c4ccco4)n23)c1,7,4,-31,-7,-2,-52,-210,1
Cc1ccc(NC(=O)CCC(=O)N2CCCn3nc(C)cc32)c(C)c1,-46,-3,-3,-13,1,-13,-10,0
Cc1nc(=O)c2cccnc2n1C1=CCN(C(=O)OC(C)(C)C)CC1,-70,-16,-103,-88,-3,-90,-390,-14
Cc1[nH]c2ccccc2c1C(=O)COc1ncnc2ccccc12,-15,-3,-12,-9,-2,-17,-24,-6
Cc1c(C(=O)NCC2CCCO2)nnn1-c1ccc2noc(-c3ccc(Cl)cc3)c2c1 (stereo not drawn),-7,4,-3,-2,-1,0,1,3
Cc1cccc(OCC(=O)Oc2ccc(-n3cnnn3)cc2)c1C,-2,1,2,0,3,1,-2,-32
O=C(Cc1ccccc1C(=O)O)Nc1cccc2ccccc12,71*,-6,-11,26,-6,-23,-117,-13
CC(=O)N1CCc2cc(S(=O)(=O)NCc3ccc(C)cc3)ccc21,2,1,-7,57*,2,-2,0,1
Cc1cc(C)c2c(c1)C(NC(=O)c1ccc[nH]1)CCO2 (stereo not drawn),1,-1,6,2,2,1,7,1
COCCN1CCC12CCN(C(=O)c1ccc(-n3cccc3)cc1)C2 (stereo not drawn),-82,-1,7,-11,0,-1,8,2
Cc1cccc([C@@H]2CN(S(=O)(=O)C3CCCCC3)C[C@]23CCCCC(=O)N3)n1,4,-4,2,-2,1,-8,10,-6
Cc1nn(-c2ccccc2)c(C)c1C(=O)OC(C)C(=O)Nc1cccc(C(F)(F)F)c1 (stereo not drawn),14,7,5,6,7,23,2,11
CC(=O)Nc1cccc(NC(=O)CSc2ccc(-c3ccc4c(c3)OCO4)nn2)c1,33*,-2,9,30,19,3,33*,5

# Brought forward from above: 6 compounds, followed by the next part.
SMILES,USP8 block,UCHL1 inh,OTUD3 block,USP17 inh,USP10 inh,USP28 inh,USP30 inh,USP7 block
CC(=O)N1CCc2cc(S(=O)(=O)NCc3ccc(C)cc3)ccc21,2,1,-7,57*,2,-2,0,1
Cc1cc(C)c2c(c1)C(NC(=O)c1ccc[nH]1)CCO2 (stereo not drawn),1,-1,6,2,2,1,7,1
COCCN1CCC12CCN(C(=O)c1ccc(-n3cccc3)cc1)C2 (stereo not drawn),-82,-1,7,-11,0,-1,8,2
Cc1cccc([C@@H]2CN(S(=O)(=O)C3CCCCC3)C[C@]23CCCCC(=O)N3)n1,4,-4,2,-2,1,-8,10,-6
Cc1nn(-c2ccccc2)c(C)c1C(=O)OC(C)C(=O)Nc1cccc(C(F)(F)F)c1 (stereo not drawn),14,7,5,6,7,23,2,11
CC(=O)Nc1cccc(NC(=O)CSc2ccc(-c3ccc4c(c3)OCO4)nn2)c1,33*,-2,9,30,19,3,33*,5
COc1ccc2c(c1)C(=O)N(CCc1ccc(S(=O)(=O)NC(=O)NC3CCCCC3)cc1)C(=O)C2(C)C,17,1,10,28,21,20,47*,4
CC(=O)Nc1ccc(S(=O)(=O)N2CC=C(c3cn(C)c4ncccc34)CC2)cc1,-21,-4,-21,-31,-7,-23,-68,-6
COc1cccc(CNc2ncc(-c3onc(C)c3C)c(-c3ccco3)n2)c1,22,6,8,25,8,24,26,8
O=C1NCC2(C/C=C/CCOc3ccccc31)CCN(C(=O)c1ccnc(N3CCCC3)c1)CC2,7,0,42*,95*,4,72*,88*,10
Cc1cccc2c(=O)[nH]c(CN3CCCC3c3ccc4c(c3)OCCO4)nc12 (stereo not drawn),-66,-39,-106,-48,-7,-96,-474,-29
CCN(C)C(=O)c1c2c(-c3ccc(OC)cc3)ncnc2n2ccccc12,-12,-111,-101,-110,-4,-110,-461,-116
O=C(N[C@H]1C[C@@H]2C[C@H]1N(S(=O)(=O)c1cc(F)cc(F)c1)C2)c1ccccc1,6,2,4,2,1,0,10,4
COc1cc(C)ccc1OCC(=O)N1CCC(c2nc3ccccc3cc2C(N)=O)CC1,5,1,6,-6,-1,0,7,-2
Cc1noc(C)c1CCC(=O)NCc1ccc([C@@H]2NC(=O)N[C@H]3OCCC[C@H]32)cc1,12,2,9,10,3,9,23,7
O=C1COc2ccccc2C/C=C/CC2(CCN(Cc3cccnc3)CC2)C(=O)NCCN1,6,-2,-6,-2,-1,-14,-5,0
CC(NC(=O)c1ccco1)c1nc(-c2ccc3c(c2)ncn3C2CCCC2)no1 (stereo not drawn),0,3,-3,7,-3,1,-2,-24
Cn1cncc1CN1CCc2nc3cc(C(C)(C)C)[nH]n3c(=O)c2C1,-240,-1,3,-26,-3,-3,3,3
O=C(c1cc2c(s1)CN(C1CC1)C2)N1CCN(c2ccccc2)CC1,2,0,1,9,-2,·,·,-9
O=C(Nc1ccc(-c2csc(-c3ccccn3)n2)cc1)c1ccccc1,7,1,7,-2,6,0,6,7
O=C(Nc1ccc2c(c1)OCO2)C1CC(=O)N(CCc2ccccc2)C1 (stereo not drawn),56*,4,13,44*,-2,9,6,3
CC1=CCC[C@]2(C)C[C@H]3OC(=O)C(CN4CCCC(C)(C)C4)[C@H]3C=C12 (stereo partly drawn),-2,2,-1,-1,7,-7,4,-7
Cc1nn(-c2ccc(F)cc2)c(C)c1S(=O)(=O)NCc1ccccc1,-3,1,-5,-2,2,-5,-4,-1
O=C(Nc1nc(-c2ccc3c(c2)CCN3C(=O)C2CC2)cs1)c1cccnc1,19,9,3,7,4,0,4,13
COc1ccc(-c2ccc(CNCC3CCNCC3)o2)cc1Cl,0,-2,4,2,-7,11,0,-5
O=C(CCC(=O)c1ccccc1)NCCc1c[nH]c2ccccc12,3,1,-12,-10,3,-11,-3,-4
COCCN1CCCC12CCN(C(=O)c1ccccc1C)CC2,-50,-4,-12,-10,-5,-4,-3,0
Cc1ccc(CNc2cc(-n3ccnc3)ncn2)cc1C,4,3,3,·,1,5,12,2
O=C(Cn1cc(S(=O)(=O)N2CCCC2)ccc1=O)Nc1cccc(F)c1,24,2,10,20,2,8,17,4
CCOc1ccc2ncc(S(=O)(=O)c3ccc(Cl)cc3)c(N3CCN(c4ccccc4)CC3)c2c1,3,0,-5,-10,0,·,·,-2
Cn1c(=O)c2cn3c4ccccc4nc(-c4cccnc4)c3c2n(C)c1=O,-26,-1,-1,-1,1,-10,0,1

# (cont.)
SMILES,USP8 block,UCHL1 inh,OTUD3 block,USP17 inh,USP10 inh,USP28 inh,USP30 inh,USP7 block
COc1ccc2[nH]c3c(c2c1)CCN1C(=O)N(c2ccc(C(=O)Nc4ccc5c(c4)OCO5)cc2)C(=O)[C@]31C,13,-1,-9,-21,0,2,-55,2
O=C(Nc1ccc2c(c1)OCCO2)c1cc(-c2ccc(Cl)cc2)nc2ccccc12,-101,3,2,-16,0,-3,-27,4
O=C(Cn1c(COc2ccccc2)nc2ccccc21)Nc1cc(Cl)ccc1Cl,55*,3,5,9,26,6,0,12
COc1ccccc1NC(=O)CSc1ncc(S(=O)(=O)c2ccc(C(C)C)cc2)c(N)n1,-1,2,-12,-10,4,18,-12,5
Cc1cccc(NC(=O)Cn2cc(S(=O)(=O)N3CCCCC3)ccc2=O)c1,5,-3,-2,-1,3,-1,10,0
Cc1ccc(S(=O)(=O)NCc2nc(-c3ccccc3)oc2C)c(C)c1,4,0,-5,-4,0,0,0,-1
Cn1cccc1C(=O)N1CCN(C2CCN(CCCc3ccccc3)CC2)C(=O)C1,22,-4,-8,-4,-7,-19,-24,0
CN1CCN(c2nc(N3CCCCC3)nc3c2cnn3C)CC1,-2,-1,-5,-13,1,-4,0,-7
Cc1c(-c2cccc(NC(=O)C3CCCCC3)c2)nc2ncccn12,0,-1,11,2,0,8,13,2
Cc1cc(CN2C(=O)NC(C)(c3cccc4ccccc34)C2=O)on1 (stereo not drawn),13,0,5,1,0,5,13,-15
O=C(NCCCN1CCCC1)c1cccc(Cl)c1,-44,-5,-7,-11,-3,-8,-10,0
Fc1cccc(C2(c3nc(C4CC4)no3)CCOCC2)c1,24,1,13,16,0,12,26,0
COc1ccccc1CC(=O)N1CCCC1c1cc(C)no1 (stereo not drawn),-1,-2,1,·,1,0,0,-1
Cc1c(C)n(-c2cccnc2)c2ncnc(NCc3ccncc3)c12,-13,0,-7,0,0,-3,0,0
CCn1cc(S(=O)(=O)Nc2cnn(Cc3ccccc3C)c2)cn1,0,2,2,8,1,3,-5,2
CC(C)(C)C(=O)Cn1nnc(N2CCOCC2)n1,4,-1,-6,0,-1,-10,-5,-1
CN1C(=O)COc2ccccc2CCCC[C@@H]2[C@H]1CCCN2C(=O)c1n[nH]c2c1CCC2,9,3,6,6,1,12,31*,0
COc1ccccc1CNC(=O)C1CC(=O)N(c2ccc3oc(C)nc3c2)C1 (stereo not drawn),-7,-4,-10,-8,3,-17,-11,2
Cc1cccn2cc(CCNC(=O)c3ccc([N+](=O)[O-])cc3)nc12,-147,1,7,-17,2,0,6,2
COc1ccc(NC(=O)C2CC2)cc1NS(=O)(=O)c1ccc(F)cc1,-5,-2,4,6,-8,18,-3,0
CCN1CCN(c2ncc3c(=O)n(Cc4ccccc4)ccc3n2)CC1,0,-1,-15,0,-2,-8,1,-5
Cc1ccc(CS(=O)Cc2ccc(C(=O)NCc3ccc4c(c3)OCO4)o2)cc1 (stereo not drawn),-4,-6,1,-13,-6,-1,-4,-10
O=C(Cn1c(=O)c2cccnc2n(-c2ccccc2)c1=O)Nc1ccc(F)cc1,-4,1,-2,-10,5,-4,-22,4
CC(CCc1ccccc1)NC(=O)Cn1c(=O)c2cccn2c2ccccc21 (stereo not drawn),-5,0,21,82*,15,15,19,9
CC1CCN(S(=O)(=O)N2CCCC(C(=O)NC3CC3)C2)CC1 (stereo not drawn),2,2,5,7,-1,·,·,4

# Nothing new here: an excerpt of the list.
SMILES,USP8 block,UCHL1 inh,OTUD3 block,USP17 inh,USP10 inh,USP28 inh,USP30 inh,USP7 block
CN1CCN(c2nc(N3CCCCC3)nc3c2cnn3C)CC1,-2,-1,-5,-13,1,-4,0,-7
Cc1c(-c2cccc(NC(=O)C3CCCCC3)c2)nc2ncccn12,0,-1,11,2,0,8,13,2
Cc1cc(CN2C(=O)NC(C)(c3cccc4ccccc34)C2=O)on1 (stereo not drawn),13,0,5,1,0,5,13,-15

# Later entries
SMILES,USP8 block,UCHL1 inh,OTUD3 block,USP17 inh,USP10 inh,USP28 inh,USP30 inh,USP7 block
COc1ccccc1N1CCN(C(=O)CCc2c(C)c3c(C)nn(-c4ccccc4)c3n(C)c2=O)CC1,-61,2,-6,-13,-4,-10,-46,0
Cc1ccc(S(=O)(=O)c2nnn3c2nc(N2CCN(c4cc(C)ccc4C)CC2)c2ccccc23)cc1,9,5,10,12,1,1,30*,8
O=C(Cc1cccc2ccccc12)NC1CCCc2ccccc21 (stereo not drawn),10,2,-8,4,6,0,7,3
CC(O)c1nc2ccccc2n1CC(O)COc1ccc(Br)cc1 (stereo not drawn),13,2,3,6,-7,-2,8,-11
FC(F)(F)c1ccc(N2CCC(C(c3ccccc3)c3ccccc3)CC2)nc1,0,0,-1,-9,5,-7,0,4
O=C1N[C@H]2CCCN(C(=O)c3cncc(O)c3)[C@H]2C/C=C/CCOc2ccccc21,-6,-5,-5,-3,0,-5,-11,-2

# Screening data deposited in PubChem by Dana-Farber Cancer Institute and Novartis Institutes for BioMedical Research (Cambridge, Mass).
